CHRM1 agonist: human M1 muscarinic receptor agonists, primary screen, Fluo-8 calcium fluorescence, CHO-K1 cells, HTS; CHO-K1 hM1, agonist mode; 0% DMSO, 100% acetylcholine EC100; activation, % at 3 µM; 360,000 tested, 0.33% active; AID 588814, 2011;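 active means activation above the run's mean compound activation plus 3 SD, cut at about 16% in these data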;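 further: peak over basal fluorescence ratio within a 140 s kinetic read after compound addition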
Target sequence (P11229 whole entry, looked up): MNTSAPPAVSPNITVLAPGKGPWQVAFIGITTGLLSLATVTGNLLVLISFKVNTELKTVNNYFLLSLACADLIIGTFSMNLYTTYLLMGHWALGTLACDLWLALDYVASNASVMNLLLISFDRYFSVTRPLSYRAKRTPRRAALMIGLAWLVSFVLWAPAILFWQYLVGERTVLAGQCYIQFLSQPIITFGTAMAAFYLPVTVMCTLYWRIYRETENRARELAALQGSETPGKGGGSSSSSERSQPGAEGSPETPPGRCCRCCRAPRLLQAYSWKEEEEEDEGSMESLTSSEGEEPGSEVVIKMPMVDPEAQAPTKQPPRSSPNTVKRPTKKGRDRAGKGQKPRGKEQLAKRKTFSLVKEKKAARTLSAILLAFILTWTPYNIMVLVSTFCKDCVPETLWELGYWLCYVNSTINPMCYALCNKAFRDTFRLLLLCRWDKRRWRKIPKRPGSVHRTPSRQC
M1 PAM: human M1 muscarinic receptor positive allosteric modulators, primary screen, CHO-K1 cells, Fluo-8 calcium fluorescence, 1536-well. CHO-K1 hM1, ACh EC20; 0% = ACh EC20, 100% = maximal ACh. Muscarinic acetylcholine receptor M1 (Homo sapiens), P11229. activation, % at 3 µM. 360,000 tested, 0.088% active; in the data active means activation above about 19%, passing the limit was not always enough
M4 antag: human M4 muscarinic receptor antagonists, primary screen, CHO cells, Fluo-8 calcium fluorescence; CHO-hM4 cells, ACh EC80; inhibition, % at 3 µM; 360,000 tested, 0.73% active;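 active means inhibition above its plate's cutoff, the mean inhibition of sample wells plus 3 SD, cut at about 27% in these data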;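 further: 0% = acetylcholine EC80 with DMSO and 100% = DMSO without agonist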
Target sequence (P08173 whole entry, looked up): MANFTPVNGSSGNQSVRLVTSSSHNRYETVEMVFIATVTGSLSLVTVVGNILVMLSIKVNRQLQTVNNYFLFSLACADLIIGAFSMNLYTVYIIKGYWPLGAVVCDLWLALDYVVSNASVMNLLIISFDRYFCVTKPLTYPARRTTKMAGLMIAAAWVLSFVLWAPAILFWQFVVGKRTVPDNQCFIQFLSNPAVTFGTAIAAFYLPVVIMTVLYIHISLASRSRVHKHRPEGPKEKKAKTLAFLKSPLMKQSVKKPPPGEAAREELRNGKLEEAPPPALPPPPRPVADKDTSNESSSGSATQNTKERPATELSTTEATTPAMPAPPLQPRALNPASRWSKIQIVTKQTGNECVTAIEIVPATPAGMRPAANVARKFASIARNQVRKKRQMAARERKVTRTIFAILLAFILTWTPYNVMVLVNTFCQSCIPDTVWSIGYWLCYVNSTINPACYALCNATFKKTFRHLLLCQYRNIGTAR
CHRM4 agonist: human M4 muscarinic receptor agonists, primary screen, CHO-K1 cells, Fluo-8 calcium fluorescence | Muscarinic acetylcholine receptor M4 (Homo sapiens), P08173 | CHO-K1 hM4/Gqi5; vehicle 0%, full acetylcholine response 100% | activation, % at 3 µM | 360,000 tested, 0.14% active | AID 624127, 2012;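 active means activation above the run mean over all test wells plus 3 SD, cut at about 32% in these data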;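 further: peak over basal fluorescence ratio per well then scaled between controls; 0% = DMSO wells and 100% = acetylcholine at EC100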
CHO parental Ca: ATP-evoked calcium signal inhibitors, parental CHO, primary screen, counter-screen for OX1R antagonist project, cell-based, fluorescence, Fluo-8 calcium dye. 330,000 tested, 0.63% active. parental CHO-K1, ATP-induced calcium, Fluo-8 fluorescence. inhibition, % at 5.6 µM. AID 463079, 2010;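 active means inhibition above that plate's mean sample inhibition plus 3 SD, cut at about 26% in these data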;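 further: 0% = ATP-challenged DMSO wells and 100% = DMSO wells without ATP; some compounds past the cut are filed as inactive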
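Test system: parental CHO cells; detection: calcium-sensitive Fluo-8 fluorescence; evaluation: percent inhibition of calcium signal; also added: ATP as calcium-mobilizing challenge; repeats: one well per compound; control set: ATP-challenged DMSO wells low, unchallenged DMSO wells high; compound: single nominal dose of 5.6 µM per compound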
OXTR potentiator: human OXTR potentiators, primary screen, fluorescence, CHO-OTR cells, Fluo-8 calcium; Fluo-8 calcium fluorescence, potentiator mode; 0% = oxytocin EC15, 100% = EC100; 320,000 tested, 0.061% active; Oxytocin receptor (Homo sapiens), P30559; activation, % at 3 µM;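 active means activation above that plate's cutoff, the mean activation of tested compounds plus 3 SD, cut at about 6.6% in these data, passing the limit was not always enough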;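 further: 100% uses oxytocin at 75 nM as the full agonist control; some results filed as inactive read as strong as hits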
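Material: human OTR in CHO cells. Compound: 3.0 µM, one dose. Timing: compound 6 min at room temperature before oxytocin, 100 s read. Evaluation: % activation of max/min ratio relative to oxytocin controls. Replication: single well per compound, singlicate. Signal: Fluo-8 calcium dye fluorescence.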
CHRM1 antagonist: human M1 muscarinic receptor antagonists, primary screen, CHO-K1 cells, Fluo-8 calcium fluorescence, 1536-well | Muscarinic acetylcholine receptor M1 (Homo sapiens), P11229 | CHO-K1 hM1, ACh EC80 antagonist | inhibition, % at 3 µM | 360,000 tested, 1.3% active;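 active means percent inhibition above its own plate's cutoff, namely the mean of that plate's compound wells plus 3 SD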;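 further: peak over basal fluorescence ratio during 140 s after agonist addition; 0% = ACh EC80 plus DMSO and 100% = DMSO alone without agonist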
CHO-K1 Ca ag: counter-screen for M1 agonists: effect in parental CHO-K1 cells; activation, % at 3 µM; Fluo-8 calcium fluorescence; scaled to maximal ATP response, vehicle zero; 360,000 tested, 0.48% active; in the data active means activation above about 15%;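 further: untransfected CHO-K1 host cells lacking M1 receptor as counterscreen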
CHO-K1 Ca antag: M1 antagonist counterscreen hit in parental CHO-K1 cells; ATP-induced calcium, Fluo-8 fluorescence; inhibition, % at 3 µM; 360,000 tested, 0.6% active;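 active means inhibition above a per-plate cutoff, the plate's mean sample inhibition plus 3 SD, cut at about 24% in these data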;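 further: 0% = DMSO plus EC80 ATP and 100% = DMSO alone without ATP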
* marks the source's active call; other numbers are inactive results; / = no result given. Outcome played no part in choosing rows. About 2.9% of those tested had a hit in this group.

SMILES | CHRM1 agonist | M1 PAM | M4 antag | CHRM4 agonist | CHO parental Ca | OXTR potentiator | CHRM1 antagonist | CHO-K1 Ca ag | CHO-K1 Ca antag
COc1cc(NC(=O)c2c(F)c(F)c(OC)c(F)c2F)ccc1NC(=O)c1cccs1 | -4.2 | 13.2 | -7.6 | 5.1 | -10.8 | -2.7 | -9.0 | 2.5 | 13.8
COc1ccccc1S(=O)(=O)Cc1ccc(C(=O)NCC2CCCO2)o1 (stereo not given) | -4.7 | -5.0 | 5.1 | 1.1 | -3.9 | -3.9 | 8.1 | 0.5 | -2.5
S=C(NCc1ccco1)NC1CCCc2ccccc21 (stereo not given) | -4.9 | -3.3 | 8.2 | 0.5 | -1.0 | -0.1 | 7.5 | 1.2 | -8.5
CCCCNC(=O)c1ccc(NC(=O)CC2SC(N3CCCC3)=NC2=O)cc1 (stereo not given) | -0.1 | 3.8 | -3.2 | -0.5 | 5.0 | -7.8 | -0.6 | 1.9 | 19.4
Cc1cccc(OCC(=O)NCC(c2ccco2)N2CCCC2)c1 (stereo not given) | -7.3 | -1.3 | -6.0 | 0.6 | / | / | 2.6 | 1.8 | 8.1
C=C(C)/C=N/NC(=S)Nc1ccc(S(=O)(=O)N2CCOCC2)cc1 | -3.0 | 3.0 | 12.1 | 0.0 | -5.2 | -2.6 | -19.9 | 1.6 | -2.1
CCOc1ccc(C(=O)NCCC2=CCCCC2)cc1OCC | -9.2 | 10.7 | -3.7 | 1.4 | -9.7 | -3.5 | -4.8 | 0.6 | -6.1
CNCC(O)CN(c1ccccc1)c1ccccc1 (stereo not given) | -5.2 | 11.0 | -3.4 | 4.8 | -9.4 | -8.3 | -17.6 | 0.6 | 0.3
Cc1ccc(NC(=O)c2ccc(CSc3ccccn3)cc2)cc1 | -3.6 | 5.6 | 5.0 | -1.3 | -13.2 | -1.9 | -10.2 | -0.1 | -6.6
CCC(C)NC(=S)Nc1ccc(F)cc1 (stereo not given) | -3.2 | 5.3 | -6.6 | 0.2 | 13.7 | -16.0 | -6.5 | 2.1 | -16.1
CCOc1ccccc1OCC(=O)Nc1ccc(N2CCOCC2)cc1N1CCOCC1 | -1.9 | 3.8 | 5.9 | 2.5 | / | / | -5.6 | 0.1 | -5.0
Cc1cccc(N2C(=O)Cc3ccccc3C2=O)c1 | -2.6 | 11.4 | -7.3 | 1.9 | -8.8 | -8.8 | -7.3 | 0.5 | -14.5
COc1ccc(Cl)cc1C(=O)Nc1cccc2ncccc12 | -4.4 | 15.9 | 2.9 | 1.1 | -14.1 | -3.8 | -16.9 | 0.2 | -8.4
Cc1cc(C)n2c(SCc3cccs3)nnc2n1 | 2.7 | 6.6 | -1.6 | 0.3 | 0.3 | -7.6 | -11.9 | 7.3 | 0.1
NS(=O)(=O)c1cc2c(cc1Cl)NC(CC1CCCC1)NS2(=O)=O (stereo not given) | -5.2 | 6.9 | 0.2 | 0.8 | 2.1 | 2.2 | -2.9 | 2.4 | -13.2
C[C@@H](C(=O)Nc1nc2ccc(F)cc2s1)N1C(=O)C2CC=CCC2C1=O (stereo not given in full) | -9.4 | 7.9 | -2.9 | 2.3 | -22.9 | -11.5 | -4.9 | 0.5 | 3.4
O=C(C1COc2ccccc2O1)N1CCN(Cc2ccccc2)CC1 (stereo not given) | -8.8 | -13.9 | -18.7 | 0.3 | -6.0 | 0.7 | 13.9 | 0.2 | -0.7
CCCn1c(CC)nc([N+](=O)[O-])c1Sc1ccc(F)cc1 | -4.3 | -0.2 | 6.5 | 0.6 | -15.2 | -0.9 | 5.3 | 0.0 | 15.6
COc1ccc(CN2C(=O)CCC2(C)C(=O)NC2CCCCC2)c(OC)c1 (stereo not given) | -2.5 | 0.8 | -0.2 | 1.0 | -8.7 | 7.2 | -2.1 | 0.2 | 4.2
CCN(CC(=O)Nc1ccc(OC)c(OC)c1)CC(=O)Nc1ccccc1C(F)(F)F | -1.4 | 3.0 | -7.9 | 2.0 | -11.2 | -6.9 | -0.1 | 0.8 | -4.0
CN(C(=O)CN1CCN(c2ccc([N+](=O)[O-])cn2)CC1)c1ccccc1 | -4.8 | 6.3 | -1.1 | 2.0 | 2.8 | -4.8 | -7.3 | 1.5 | 3.5
O=C(COC(=O)c1ccccc1OC(F)F)Nc1ccc2[nH]c(=O)[nH]c2c1 | 2.4 | 12.7 | -9.2 | 0.4 | -12.2 | 7.0 | -15.4 | -0.3 | 14.1
CCCc1cc2c(=O)c(-c3ccc4c(c3)OCCO4)c(C)oc2cc1OS(C)(=O)=O | -5.7 | -3.3 | 1.0 | 0.4 | -3.7 | -1.7 | 5.2 | 2.4 | -2.8
Cc1cc(C)nc(N2CCCC(C(=O)Nc3cccc(Cl)c3)C2)n1 (stereo not given) | -4.6 | 4.6 | 6.3 | -0.2 | -9.2 | -1.8 | -9.6 | 0.1 | -12.6
COc1ccc(C(C)=O)c2c(O)cccc12 | 0.3 | 7.9 | -16.4 | 0.3 | -7.6 | -4.9 | -8.7 | -0.3 | -0.7

As entered above.
Under CHO-K1 Ca ag, Cc1cc(C)nc(N2CCCC(C(=O)Nc3cccc(Cl)c3)C2)n1 (stereo not given) is listed with 0.1
Under CHRM1 agonist, C=C(C)/C=N/NC(=S)Nc1ccc(S(=O)(=O)N2CCOCC2)cc1 is listed with -3.0
Under CHRM4 agonist, Cc1cc(C)n2c(SCc3cccs3)nnc2n1 is listed with 0.3

Additional structures.
SMILES | CHRM1 agonist | M1 PAM | M4 antag | CHRM4 agonist | CHO parental Ca | OXTR potentiator | CHRM1 antagonist | CHO-K1 Ca ag | CHO-K1 Ca antag
COc1nc(NCc2ccco2)nc(NC2CCCCC2)n1 | -4.3 | 1.2 | 5.8 | -2.6 | -13.5 | -11.7 | 7.3 | -0.3 | -3.9
CCN(CC)C(=O)Oc1ccc(Br)cc1C(=O)Nc1ccc(F)cc1F | -6.1 | 6.0 | -20.2 | 1.3 | -13.5 | -2.9 | -11.8 | 0.8 | -4.8
O=C(CSc1cn(Cc2cccc(F)c2)c2ccccc12)NCc1ccc(F)cc1 | -4.7 | -13.1 | 6.7 | 14.2 | -10.1 | -3.8 | 31.0* | 3.7 | 4.9
Cc1cccc(C(=O)NCCN(C)C)c1 | -2.5 | 0.8 | 10.2 | 0.5 | -0.5 | -17.2 | 3.6 | 0.5 | -2.1
C=CC[C@H](CC(=O)N(CCO)Cc1ccccc1)C(=O)NC[C@H](OC(=O)[C@@H](CC=C)Cc1ccc(F)cc1)c1ccccc1 | -7.7 | -27.7 | 30.2* | 21.4 | 5.3 | -10.3 | 43.2* | 5.6 | 3.8
Clc1cc2nc3ccccn3c2cc1Cl | -4.2 | -4.8 | 19.5 | 1.7 | -21.1 | -18.0 | 7.7 | 1.1 | -7.2
NC(=O)c1ccc(NC(=O)COC(=O)c2ccc(Br)o2)cc1 | -3.9 | -3.2 | 10.4 | 1.2 | -3.7 | 5.8 | 4.0 | 0.3 | -1.8
CN(C)S(=O)(=O)Oc1ccsc1C(=O)Nc1ccc(Cl)cc1 | -3.7 | -0.5 | 4.4 | 1.9 | -6.6 | -7.6 | 2.7 | 0.4 | 1.1
C#CCOCCOCCOCCNc1nc(N2CCOCC2)nc(N2CCN(C(=O)[C@H]([C@@H](C)CC)n3cc([C@@H](N)CC(C)C)nn3)CC2)n1 | -6.2 | 8.7 | 1.9 | 1.6 | -4.9 | -7.5 | -10.1 | 0.4 | -12.4
Cc1ccc(-n2c3c(cc(C(=O)N4CCN(C)CC4)c2=O)C(=O)CC(C)(C)C3)cc1 | -1.9 | 6.4 | -1.6 | 1.2 | -6.0 | -1.0 | 1.3 | 0.2 | -9.0
CC(C(=O)OCC(=O)c1c(N)n(C)c(=O)n(C)c1=O)N1C(=O)c2ccccc2C1=O (stereo not given) | -2.2 | 9.7 | 7.2 | -0.2 | -8.0 | -1.6 | -7.3 | 11.6 | -3.1
Cc1cc(C(=O)CSc2nnc(N)s2)c(C)n1C1CC1 | -2.8 | 1.5 | -0.8 | 1.1 | -12.6 | -10.9 | 2.6 | -0.2 | 2.9
Cc1ccc(S(=O)(=O)N(Cc2ccccc2)c2ccccc2C(=O)NCc2ccco2)cc1 | -5.9 | -8.8 | -3.0 | 2.1 | -0.3 | -3.4 | 18.0 | -0.6 | -4.3
Cc1[nH]c2ccc(F)cc2c(=O)c1SC(F)(F)C(F)C(F)(F)F (stereo not given) | 4.5 | -10.1 | -13.1 | 11.1 | -5.6 | -8.0 | -10.2 | 6.5 | -0.2
COc1ccc(N(Cc2ccccc2)S(=O)(=O)c2cccc(C(=O)NC3=NCCS3)c2)cc1 | -4.3 | -7.2 | -0.6 | 3.2 | -5.8 | -20.9 | 18.7 | 2.6 | -8.9
COCCOC1CCN(C(=O)C2CCC(=O)N(CCc3ccc(OC)cc3)C2)CC1 (stereo not given) | -2.3 | 2.5 | -12.5 | 0.3 | 1.9 | -3.6 | 4.2 | -0.3 | 19.2
CNC(=S)N(Cc1ccc2c(c1)OCO2)C1CC(=O)N(c2ccccc2)C1=O (stereo not given) | -2.9 | 8.1 | -2.6 | 4.0 | -2.0 | -14.1 | -5.9 | 1.5 | -5.4
O=C(OC(C(=O)NC1CCCC1)c1cccnc1)C1=Cc2ccccc2OC1 (stereo not given) | -4.9 | 8.0 | 4.2 | 0.6 | -14.9 | -4.4 | -16.0 | 0.4 | -7.1
CCOP(=O)(OCC)C(O)c1cc(OC)c(OC)c(OC)c1 (stereo not given) | -8.4 | 3.0 | 5.8 | 0.7 | -8.7 | 2.7 | -0.7 | 0.5 | -10.3
COc1ccccc1N1CCN(C(=S)Nc2ccc(F)cc2)CC1 | -2.0 | 2.6 | -0.7 | 2.9 | -2.4 | -5.2 | 1.5 | 1.5 | -5.7
O=C(Nc1nccs1)c1ccc(Br)c(S(=O)(=O)N2CCCC2)c1 | 1.5 | -6.3 | 2.2 | 11.8 | -9.4 | -5.9 | 4.9 | 8.3 | -0.8
Cn1c(-c2ccccn2)[n+](C)c2ccccc21 | -4.2 | 10.2 | 3.8 | 0.4 | -6.8 | -10.6 | -9.8 | 0.0 | -17.9

M4 antag, hit marks shown above
canonical_smiles,CHRM1 agonist,M1 PAM,M4 antag,CHRM4 agonist,OXTR potentiator,CHRM1 antagonist
C=CC[C@H](CC(=O)N(CCO)Cc1ccccc1)C(=O)NC[C@H](OC(=O)[C@@H](CC=C)Cc1ccc(F)cc1)c1ccccc1,-7.7,-27.7,30.2*,21.4,-10.3,43.2*

High-throughput results deposited in PubChem BioAssay by The Scripps Research Institute Molecular Screening Center.
